NALP3 yeast inh = NALP3 inflammasome inhibitors in reconstituted yeast, primary screen, luminescence, uHTS; hit rate 0.39% among 330,000; AID 2825, 2010; inhibition, % at 10 µM; Yeast reconstituted NLRP3/ASC/caspase-1, beta-gal luminescence, 24 h;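 active = inhibition of 50% or more; inactive = inhibition below 50%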;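 also: plate controls were induced DMSO wells for no effect and uninduced yeast grown without galactose for full effect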
APJ ag = agonists of human apelin receptor APJ, primary screen, CHO-K1 cells, PathHunter beta-arrestin, luminescence. hit rate 0.11% among 330,000. AID 2520, 2010. 0% DMSO wells, 100% apelin. activation, % at 20 µM;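 active = activation more than six SD over the plate average, tested at 20 µM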;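 also: 0% = DMSO alone and 100% = apelin-13 at 10 nM; some results filed as inactive read as strong as hits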
Target sequence (P35414 whole entry, looked up): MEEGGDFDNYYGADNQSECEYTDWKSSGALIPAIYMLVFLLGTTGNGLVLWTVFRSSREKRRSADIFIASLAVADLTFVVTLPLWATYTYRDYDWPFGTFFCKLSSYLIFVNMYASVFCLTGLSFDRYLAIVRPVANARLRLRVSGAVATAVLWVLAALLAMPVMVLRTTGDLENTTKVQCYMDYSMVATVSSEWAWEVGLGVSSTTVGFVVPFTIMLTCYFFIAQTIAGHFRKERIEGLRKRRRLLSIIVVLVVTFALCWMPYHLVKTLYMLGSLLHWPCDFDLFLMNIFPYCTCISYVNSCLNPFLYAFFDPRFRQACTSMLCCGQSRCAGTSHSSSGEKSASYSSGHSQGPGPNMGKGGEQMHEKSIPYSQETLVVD
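Test system: CHO-K1 APJ beta-arrestin complementation cell line. Amount: cell density 1000 per well. Controls: DMSO negative, 10 nM Apelin-13 positive. Signal: luminescent beta-gal fragment complementation, chemiluminescent substrate. Read-out basis: agonist-driven arrestin binding to APJ. Timing: compound stimulation 90 min at 25 °C, detection 60 min.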
APJ antag = antagonists of human apelin receptor APJ, primary screen, CHO-K1 cells, beta-arrestin complementation, luminescence; P35414; inhibition, % at 20 µM; hit rate 0.32% among 330,000; AID 2521, 2010;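 active = inhibition above about 40% at 20 µM, limit read from the data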;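 also: cells challenged with 10 nM apelin-13 agonist together with compound; plate controls were apelin-13 plus DMSO wells for no effect and DMSO wells lacking apelin-13 for full effect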
tim10-1 inh = growth inhibitors of tim10-1 mutant yeast, primary screen, luminescence, uHTS. inhibition, % at 20 µM. S. cerevisiae tim10-1 ts strain growth, BacTiter-Glo, 24 h. hit rate 2.2% among 330,000;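 active = inhibition of at least 40%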;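 also: mutant grown at 25 °C; 0% = DMSO wells with yeast and 100% = wells holding no yeast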
TIM10 inh = growth inhibitors of isogenic TIM10 control yeast, primary screen, counter-screen for tim10-1 yeast inhibitor project, luminescence, uHTS. inhibition, % at 10 µM. S. cerevisiae TIM10 strain growth, BacTiter-Glo luminescence, 24 h. AID 463195, 2010. hit rate 1.4% among 330,000;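 active = inhibition of 40% or more at the single tested concentration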;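 also: wild-type TIM10 isogenic control strain grown at permissive 25 °C; 0% = DMSO yeast wells and 100% = minimal medium wells without yeast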
GRIN3A LBD mod = binders of NR3A ligand-binding domain, primary screen, biophysical, differential scanning fluorimetry, uHTS; NR3A LBD differential scanning fluorimetry, Tm shift; 0% = protein alone, 100% = glycine-bound protein; hit rate 2.5% among 340,000; Tm shift relative to glycine control, % at 25 µM;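 active = melting temperature shift of at least 10% of the positive control shift, at one fixed dose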
MPTP block = mitochondrial permeability transition pore inhibitors, primary screen, biochemical, isolated mouse mitochondria, absorbance; hit rate 1.4% among 360,000; inhibition, % at 10 µM; Ca2+ swelling absorbance, 30 min;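 active = inhibition of 50% or more, scaled per plate between neutral and stimulator controls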;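 also: 0% = DMSO wells given calcium and 100% = 1 mM EGTA wells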
beta cell repl = inducers of MIN6 beta-cell proliferation, primary screen, ATP luminescence, uHTS. MIN6 cells proliferation, ATPlite luminescence, 48 h; cells starved in 0.2% serum; 100% = growth in 10% serum. proliferation, % at 10 µM. hit rate 0.29% among 330,000. AID 2380, 2010;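 active = compounds whose signal lies at least 3.5 SD above the mean of all wells on their plate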;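 also: 0% = DMSO-treated cells in low-serum medium and 100% = 10% serum control; some compounds called inactive have numbers as strong as hits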
tim23-1 inh = growth inhibitors of tim23-1 mutant yeast, primary screen, luminescence, uHTS | S. cerevisiae tim23-1 growth, BacTiter-Glo luminescence, 24 h | AID 463212, 2010 | inhibition, % at 20 µM | hit rate 1.3% among 330,000;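 active = growth inhibition of the mutant yeast at or above 50%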;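 also: temperature-sensitive mutant grown at 25 °C; plate controls were DMSO-treated mutant yeast for no effect and medium wells lacking yeast for full effect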
* = called active by the depositor; . = not tested or not shown. Rows are unselected; overall some 7.2% were active at least once.

nr	Structure	NALP3 yeast inh	APJ ag	APJ antag	tim10-1 inh	TIM10 inh
1	CCOC(=O)N1CCN(C(=O)C2CCN(S(C)(=O)=O)CC2)CC1	7	1	2	-15	-18
2	CC(OC(=O)c1cn(-c2ccccc2)nc1-c1cccnc1)C(N)=O (stereo unspecified)	-12	3	12	5	10
3	CCN(CC)S(=O)(=O)c1ccc2c(c1)c(=O)c(C(=O)NCc1ccco1)cn2C	17	-3	-21	6	2
4	CC(C)OCCCNC(=S)Nc1ccc2nc3n(c(=O)c2c1)CCCCC3	2	0	9	10	0
5	C=CCc1cccc(C=Nc2cc(Br)ccc2O)c1O	4	0	-20	12	17
6	CN(C)C(CNc1ccc(S(C)(=O)=O)cc1[N+](=O)[O-])Cc1ccccc1 (stereo unspecified)	25	0	13	9	-3
7	COC(=O)c1c(SCc2ccc(C#N)cc2)nc(=O)[nH]c1C	-8	-1	-13	34	7
8	O=S(=O)(CCN1C=CC(C(F)(F)F)=NCC1)c1ccc(Cl)cc1Cl	22	-3	9	12	2
9	COc1cc(NC(=O)CN2C(=O)COc3ccc(S(=O)(=O)N4CCOCC4)cc32)cc(OC)c1	6	-6	2	20	0
10	CCN(CC)C(=O)Cn1cc(S(=O)(=O)Cc2cccc([N+](=O)[O-])c2)c2ccccc21	-14	-3	-35	15	1
11	O=C(CCSc1ccccc1)Nc1nccs1	7	-6	0	13	1
12	Cc1ccc(S(=O)(=O)Nc2nc(C)cc(-n3nc(C)cc3C)n2)cc1	-9	0	-8	25	7

nr	GRIN3A LBD mod	MPTP block	beta cell repl	tim23-1 inh
1	.	-2.4	-2	-11
2	-1	0.1	2	-10
3	0	-0.6	-1	-1
4	-2	0.1	-2	7
5	0	6.5	-4	7
6	-1	3.8	0	16
7	-1	-1.1	-2	16
8	1	0.2	1	-5
9	-1	-0.7	-5	11
10	-3	-1.1	0	16
11	0	-1.0	0	23
12	-6	0.2	1	19

Other compounds
nr	Structure	NALP3 yeast inh	APJ ag	APJ antag	tim10-1 inh	TIM10 inh
13	O=C(Cc1cccs1)N1CCC(c2nc3c(nnn3Cc3ccccc3)c(=O)[nH]2)CC1	0	-3	21	3	8
14	COc1ccc(CCNC(=O)CSc2nc3ccsc3c(=O)n2CC2CCC(C(=O)O)CC2)cc1OC (stereo unspecified)	13	-1	22	-1	2
15	Nc1nnc(-c2ccccc2F)s1	14	-3	0	10	-4
16	O=C(CCc1ccccc1Cl)N1CCN(S(=O)(=O)c2ccccc2)CC1	6	-2	-2	30	12
17	Cc1ccc(CNC(=O)CN2CCN(Cc3ccc(C)cc3)C2=O)cc1	-4	-7	0	8	-6
18	Cc1cc(CN(C)C(=O)c2cc(COc3ccc(C)c(C)c3)on2)n[nH]1	19	2	-29	27	17
19	Cc1onc(C(=O)NCc2ccc(F)cc2)c1[N+](=O)[O-]	6	-3	7	5	0
20	C=CCn1c(COc2ccc(F)cc2)nnc1SCC(=O)NC1CCS(=O)(=O)C1 (stereo unspecified)	-3	0	-3	-4	1
21	N#C/C(=C\c1ccc2c(c1)OCO2)C(N)=S	11	-11	34	-3	-1
22	COc1ccc(-c2nnn(CC(=O)N3CCN(c4ccccc4OC)CC3)n2)cc1	14	-2	-5	7	18
23	O=C(NCc1ccccc1)c1ccc(N2C(=O)C3CCCCC3C2=O)cc1 (stereo unspecified)	20	-3	-21	7	-15
24	O=C1C2C3C=CC(C3)C2C(=O)N1/N=C/c1cn(Cc2ccccc2)c2ccccc12 (stereo unspecified)	-1	-1	6	12	-10

nr	GRIN3A LBD mod	MPTP block	beta cell repl	tim23-1 inh
13	-2	-0.9	2	2
14	-1	-1.6	-2	-13
15	-3	0.2	-2	5
16	0	-0.2	9	30
17	0	-0.1	-1	5
18	-1	0.2	1	29
19	-1	0.5	-4	-1
20	-1	-0.4	-4	5
21	-5	0.9	0	22
22	-2	-3.3	-2	11
23	-1	-0.2	0	1
24	0	2.9	-2	17

Remaining list, next part:
nr	Structure	NALP3 yeast inh	APJ ag	APJ antag	tim10-1 inh	TIM10 inh
25	COc1cc(OC)c(C(=O)OCC(=O)N(Cc2ccccc2)C(C)(C)C)cc1OC	17	0	0	8	8
26	CN1C(=O)[C@H]2[C@@H](/C=C/c3ccccc3)N3C(=O)CN(Cc4ccc(-c5ccccc5)cc4)C(=O)[C@@]3(Cc3ccccc3)[C@H]2C1=O	8	-2	-2	18	12
27	Cc1ccc(NC(=O)CSc2nnc(-c3ccncc3)o2)cc1	2	-3	-13	4	-16
28	CCN1C(=O)[C@H]2[C@@H](c3ccc(-c4cccc(Cl)c4)cc3)N[C@@](C)(C(=O)OC)[C@H]2C1=O	8	4	-5	29	33
29	CCN(c1ccccc1)S(=O)(=O)c1ccc2c(c1)N(C(C)=O)CCS2	11	-3	19	29	-3
30	COc1cccc2c(=O)c(SC(F)(F)C(F)C(F)(F)F)c(C)[nH]c12 (stereo unspecified)	0	-1	-1	15	12
31	CCCCCCNc1c([N+](=O)[O-])cc(C)cc1[N+](=O)[O-]	6	-2	7	-5	-14
32	O=C(NCc1cccnc1)Nc1ccc(Cl)c(Cl)c1	4	-1	-4	10	0
33	Cc1ccc(-c2cc(N)n(-c3ccc(F)cc3)n2)cc1	27	0	0	21	16
34	COc1ccc(-c2c(-c3ccc(OC)nc3)c3ccccc3n2C)cc1	3	-3	-6	-26	-16
35	Cc1cc(C)n(-c2ccc(F)cc2)c(=O)c1C#N	-8	-4	18	9	-4
36	CCOc1ccc(CCNC(=O)CN2C(=O)NC3(CCCCC3C)C2=O)cc1OCC (stereo unspecified)	15	-3	5	-9	4

nr	GRIN3A LBD mod	MPTP block	beta cell repl	tim23-1 inh
25	0	0.9	5	25
26	-1	-2.3	-7	16
27	-3	2.5	0	-13
28	-7	-1.3	0	33
29	2	-0.5	-2	26
30	3	1.5	-3	26
31	1	-0.4	-3	7
32	-6	2.3	3	13
33	-22	-0.5	1	11
34	0	2.6	-6	17
35	-4	-0.3	-3	-17
36	-2	-3.0	-6	8

(list continues)
nr	Structure	NALP3 yeast inh	APJ ag	APJ antag	tim10-1 inh	TIM10 inh
37	COc1ccc(C(=O)NC2CCN(S(=O)(=O)Cc3ccccc3)CC2)c(OC)c1	10	2	-12	12	5
38	CCCCn1c(N)c(N(CCOC)C(=O)COC(=O)COc2cc(C)ccc2Cl)c(=O)[nH]c1=O	12	-2	3	9	2
39	COCCN(C(=O)COC(=O)CCCOc1ccccc1)c1c(N)n(Cc2ccccc2)c(=O)[nH]c1=O	-7	-1	8	3	9
40	O=C(CSc1nc2ccccc2nc1SCC(=O)N1CCCCC1)N1CCCCC1	-2	-5	1	35	8
41	CCCCNC(=O)c1cn(CC(C)C)c(=O)c2c1c1ccccc1n2C	6	-4	18	-5	6
42	Cc1ccc(NC(=S)N2CCc3[nH]c4ccccc4c3C2)cc1	7	-3	8	-8	-8
43	Cc1ccc(S(=O)(=O)Nc2ccc(F)c(S(=O)(=O)N3CCOCC3)c2)cc1	7	-3	-10	3	5
44	COc1ccc(C(C)C)cc1S(=O)(=O)NCC1CCCO1 (stereo unspecified)	13	-1	12	3	-2
45	O=C1c2ccccc2C(=O)N1CCCc1cn(C[C@H]2CC[C@@H]([C@@H]3CC[C@H](Cn4cc(CCCN5C(=O)c6ccccc6C5=O)nn4)O3)O2)nn1	4	4	17	0	3
46	COc1ccc(NC(=O)CCOc2ccc(C)cc2)cc1S(=O)(=O)N1CCCCC1	21	-1	4	10	-1
47	Cc1ccc2occ(/C=N/NC(=O)c3ccccc3Br)c(=O)c2c1	10	-1	5	31	23
48	COC(=O)[C@@H]1C[C@H]2CC[C@H](O)C[C@H]2N1Cc1ccccc1OC(=O)c1cccs1	13	-5	4	30	22

nr	GRIN3A LBD mod	MPTP block	beta cell repl	tim23-1 inh
37	2	0.8	-2	-4
38	1	-0.3	6	0
39	1	12	2	17
40	-1	1.0	-2	37
41	-1	1.0	-2	-3
42	5	3.7	-2	4
43	-2	2.0	-1	8
44	0	-0.1	-1	-9
45	-1	0.1	-1	7
46	-1	-2.5	-6	14
47	-1	1.1	-2	63*
48	1	0.0	-1	31

(listing goes on)
nr	Structure	NALP3 yeast inh	APJ ag	APJ antag	tim10-1 inh	TIM10 inh
49	COc1nc(-c2ccccc2)ccc1-c1noc(-c2ccco2)n1	29	-1	0	18	24
50	COc1ccccc1N1CCN(C(=O)c2ccc(-c3nc4ccccc4s3)o2)CC1	23	-1	-6	18	26
51	Cc1ccc(NC(=O)CSCc2ccc(F)cc2)cc1	31	-1	10	6	-1
52	O=C1N/C(=C\c2ccc(N3CCOCC3)c(F)c2)C(=O)N1Cc1ccccc1	9	0	5	8	-14
53	CC(=O)c1ccc2c(c1)c(C#N)c1ccccc1[n+]2[O-]	35	8	-4	68*	18
54	CCOC(=O)c1c(NC(=O)CN2CCCCC2)sc(CN(C)C)c1-c1ccccc1	22	-1	-6	19	14
55	CN(C)N1C(N)=C(C#N)C(c2ccccc2F)C2=C1CC(C)(C)CC2=O (stereo unspecified)	11	0	-7	13	23
56	Cc1ccc(NC(=O)C2CC(Cl)=CCC2C(=O)O)c([N+](=O)[O-])c1 (stereo unspecified)	2	-2	5	-2	-8
57	Cc1cccc(C)c1NC(=O)C(c1ccccc1)N1CCC1=O (stereo unspecified)	5	-1	2	8	-7

nr	GRIN3A LBD mod	MPTP block	beta cell repl	tim23-1 inh
49	-17	-0.2	-3	10
50	-2	-1.9	-1	47
51	-3	-0.9	0	29
52	-1	-1.2	-1	-20
53	0	0.6	-4	48
54	-3	-46	-6	-3
55	-1	0.5	-3	13
56	-3	1.3	2	17
57	0	-2.2	-3	13
